Source: PubChem BioAssay (several laboratories)
CHT block – inhibitors of human choline transporter CHT; 0.86% of 310,000 active; CHT-expressing cells, membrane potential dye, choline response; hits give low values; Q9GZV3; AID 488975; B-score at 10 µM;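 active = B-score over 3 SD under the library average, and starting fluorescence ratio not unusually high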;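 note: choline stimulus applied at its EC90 after an EC20 pre-addition; B-score computed on integrated fluorescence ratio after choline addition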
Target sequence (Q9GZV3 whole entry, looked up): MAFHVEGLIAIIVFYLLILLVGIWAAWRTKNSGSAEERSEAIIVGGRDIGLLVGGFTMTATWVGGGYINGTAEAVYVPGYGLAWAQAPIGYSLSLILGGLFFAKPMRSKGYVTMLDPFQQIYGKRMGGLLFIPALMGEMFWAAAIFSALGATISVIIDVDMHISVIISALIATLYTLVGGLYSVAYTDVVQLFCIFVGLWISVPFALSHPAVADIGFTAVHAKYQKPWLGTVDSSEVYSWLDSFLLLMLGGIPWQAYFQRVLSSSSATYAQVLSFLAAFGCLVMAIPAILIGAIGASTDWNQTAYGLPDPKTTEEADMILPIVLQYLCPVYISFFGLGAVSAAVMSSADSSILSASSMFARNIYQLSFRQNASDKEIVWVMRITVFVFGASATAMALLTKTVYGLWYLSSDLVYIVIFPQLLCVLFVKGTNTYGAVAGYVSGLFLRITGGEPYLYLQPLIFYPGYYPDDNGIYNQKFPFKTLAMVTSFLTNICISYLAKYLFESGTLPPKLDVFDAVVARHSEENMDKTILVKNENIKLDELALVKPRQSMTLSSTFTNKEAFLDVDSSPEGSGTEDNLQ
STK33 kinase inh – blocks human STK33 kinase activity; Q9BYT3; purified STK33, MBP phosphorylation, ADP-Glo luminescence; inhibition, % at 10 µM; 0.073% of 320,000 active;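 active = inhibition at or above 25%, using the most active replicate where run in duplicate; inactive = inhibition below 25%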
Target sequence (Q9BYT3 whole entry, looked up): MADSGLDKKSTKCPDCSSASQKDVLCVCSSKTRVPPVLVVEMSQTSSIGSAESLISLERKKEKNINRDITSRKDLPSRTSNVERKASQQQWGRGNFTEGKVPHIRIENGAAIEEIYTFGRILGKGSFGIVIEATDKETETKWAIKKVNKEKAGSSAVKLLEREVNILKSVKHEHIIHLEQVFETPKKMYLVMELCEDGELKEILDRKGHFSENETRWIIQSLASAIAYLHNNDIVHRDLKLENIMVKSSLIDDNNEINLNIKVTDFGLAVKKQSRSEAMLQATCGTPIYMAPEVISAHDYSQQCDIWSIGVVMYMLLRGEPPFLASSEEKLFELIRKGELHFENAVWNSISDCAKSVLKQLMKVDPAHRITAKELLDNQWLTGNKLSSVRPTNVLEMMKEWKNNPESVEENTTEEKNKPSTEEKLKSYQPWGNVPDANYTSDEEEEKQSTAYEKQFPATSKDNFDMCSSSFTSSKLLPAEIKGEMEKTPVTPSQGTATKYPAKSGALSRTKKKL
CHT PAM – human CHT allosteric activation | Q9GZV3 | CHT-expressing cells, membrane potential dye, choline EC20; hits give high values; LV-AA mutant CHT in HEK293 cells | B-score at 10 µM | 0.49% of 310,000 active | AID 488977;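 active = initial fluorescence not abnormally high and integrated response B-score, plate-corrected, over 3 SD above library mean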
Active calls of the source: *; i = inactive; . = no result given.

smiles,CHT block,STK33 kinase inh,CHT PAM
CC1CC1C(=O)N1CCN(S(=O)(=O)c2cccc(F)c2)CC1 (stereo not given),i,-0.4,i
COc1ccc(/C=C(\C#N)c2cc(OC)c(OC)cc2[N+](=O)[O-])cc1,i,-1.9,i
COc1cc(CNc2ccccc2)c([N+](=O)[O-])cc1OC,i,-0.5,i
Cc1cc(Nc2ncc(Cl)cc2Cl)n(-c2ccccc2)n1,i,-1.4,i
CCC(C)(C(=O)NC1CCCC1)N(C(=O)Cc1cccs1)c1c(C)n(C)n(-c2ccccc2)c1=O (stereo not given),i,0.5,i
CCOc1ccc2nc(N3CCC(C(=O)N4CCN(c5ncccn5)CC4)CC3)sc2c1,i,-0.8,i
COc1ccccc1C(=O)NCC(=O)Nc1cccnc1,i,-1.4,i
CCOc1ccccc1Nc1ccc2nonc2c1[N+](=O)[O-],-6.6*,-2.4,i

Next entries follow.
smiles,CHT block,STK33 kinase inh,CHT PAM
CC(c1nnnn1C(C)(C)C)N(Cc1cccnc1)Cc1ccccc1Cl (stereo not given),i,-1.1,i
COCCN1C(=O)C(O)=C(C(=O)c2cccs2)C1c1ccccc1 (stereo not given),i,0.5,i
O=C(CNc1ccc2ccccc2c1)N/N=C/c1ccc(C(=O)O)cc1,i,-4.4,i
CCCCN(CCCC)C(=O)C1CC=CCC1C(=O)O (stereo not given),i,-0.2,i
CC(=O)Nc1ccccc1OCc1nnc(-c2ccc(Cl)cc2)o1,i,-1.7,i
O=C(Nc1ccc2c(c1)OCO2)O[C@@H]1C[C@H]2CCC(=O)N3CC[C@@H](C1)[C@@H]23,i,0.8,i
Cc1cc([N+](=O)[O-])c(C(C)(C)C)cc1N,i,0.2,i
CCOc1ccc(NC(=O)CSc2n[nH]c(N)n2)c([N+](=O)[O-])c1,i,1.4,i

Following part.
smiles,CHT block,STK33 kinase inh,CHT PAM
CCCN1CNC(=S)N(c2cccc(C)c2C)C1,i,-1.1,i
Cn1c(-c2ccccc2)cc(=O)c2ccccc21,i,1.0,i
C#CCOCCOCCOCCNc1nc(N2CCN(C(=O)[C@H](CCCCN)n3cc([C@@H](N)CC(C)C)nn3)CC2)nc(N2CCN(C(=O)[C@H](Cc3cc4ccccc4[nH]3)n3cc([C@@H](N)Cc4ccc(O)cc4)nn3)CC2)n1,i,0.8,i
Cc1ccc(C(=O)NNC(=O)c2cc3cc4ccccc4nc3s2)cc1,i,-0.3,i
Cn1c(SCc2nnc(-c3ccccc3)o2)nc2ccccc21,i,0.7,i
Cc1ccc(S(=O)(=O)N2CCN(C(=O)CSC3CCCC3)CC2)c(C)c1,i,0.2,i
O=C(CSc1nnnn1-c1ccccc1)c1ccc(O)cc1O,i,-0.9,i
CCOC(=O)C1CCCN(C(=O)Nc2ccccc2)C1 (stereo not given),i,-0.1,i

Continuation.
smiles,CHT block,STK33 kinase inh,CHT PAM
Cc1ccccc1C(=O)Nc1ccc(N2CCN(C)CC2)nc1,i,-2.7,i
COc1cc(C=O)ccc1OCC(=O)N1CCCC1,i,-2.5,i
CN(CCOc1ccccc1)CC(=O)Nc1ccc(Cl)cc1[N+](=O)[O-],i,.,i
C#Cc1cccc(C(=O)N2CCCC(C(=O)c3ccc(OC)cc3C)C2)c1 (stereo not given),i,-0.8,i
CCC(NC(=O)C1CCCO1)c1ccccc1 (stereo not given),i,0.6,i
CCC(Cc1ccccc1)NC(=O)c1cc(S(=O)(=O)N2CCCCC2)c[nH]1 (stereo not given),i,-0.1,i
CN1[C@@H]2CC[C@H]1CC(OC(=O)C(CO)c1ccccc1)C2 (stereo not given in full),i,-3.0,i
O=C(COc1ccccc1)Nc1ccccc1Oc1ccccc1,i,1.0,i

Structures from the list above that contain a tert-butyl group (two):
smiles,CHT block,STK33 kinase inh,CHT PAM
CC(c1nnnn1C(C)(C)C)N(Cc1cccnc1)Cc1ccccc1Cl (stereo not given),i,-1.1,i
Cc1cc([N+](=O)[O-])c(C(C)(C)C)cc1N,i,0.2,i

6 entries already listed, sorted by number of heavy atoms, lowest first:
smiles,CHT block,STK33 kinase inh,CHT PAM
CCC(NC(=O)C1CCCO1)c1ccccc1 (stereo not given),i,0.6,i
COc1cc(C=O)ccc1OCC(=O)N1CCCC1,i,-2.5,i
CCOC(=O)C1CCCN(C(=O)Nc2ccccc2)C1 (stereo not given),i,-0.1,i
Cc1ccccc1C(=O)Nc1ccc(N2CCN(C)CC2)nc1,i,-2.7,i
CN(CCOc1ccccc1)CC(=O)Nc1ccc(Cl)cc1[N+](=O)[O-],i,.,i
CCC(Cc1ccccc1)NC(=O)c1cc(S(=O)(=O)N2CCCCC2)c[nH]1 (stereo not given),i,-0.1,i

The listing continues:
smiles,CHT block,STK33 kinase inh,CHT PAM
Cc1ccsc1/C=N/n1c(-c2ccncc2)n[nH]c1=S,i,1.0,i
C=CCn1c(SCc2ccccc2)nc2scc(-c3ccc(C)o3)c2c1=O,i,1.9,i
COc1ccc(-n2c(O)c(C=NCc3ccccn3)c3ccccc3c2=O)c(OC)c1,i,0.1,i
Cn1c(CNC(=O)c2ccccc2)nnc1SCC(=O)Nc1nccs1,i,-1.6,i
COc1ccccc1NC(=O)CSc1nc(SC)ns1,i,0.2,i
Cc1ccccc1CS(=O)(=O)CC1(O)CCN(C(=O)c2cccc(C(F)(F)F)c2)CC1,i,-1.2,i
CCOc1cccc(/C=N/NC(=O)c2cc(-c3cccn3C)n[nH]2)c1O,i,-1.2,i
COc1ccc(C(=O)NCCc2nnc3ccc(SCC(=O)NCCc4ccc(OC)c(OC)c4)nn23)cc1,i,-0.1,i

(further entries)
smiles,CHT block,STK33 kinase inh,CHT PAM
CC1(C(=O)O)CCC(C(=O)Nc2ccc(F)cc2)C1(C)C (stereo not given),i,-2.3,i
CCOC(=O)c1ccc(Oc2nc(OC)nc(N(C)C)n2)cc1,i,-7.2,i
COc1cccc(/C=C/C(=O)OCC(=O)Nc2cc(C(F)(F)F)ccc2Cl)c1,i,-1.3,i
O=C(O)COc1ccccc1/C=N/NC(=O)CSc1nc2ccccc2s1,i,-2.4,i
O=C1CCC(CCC(=O)N2CCCC(C(=O)c3ccc(Cl)cc3)C2)=NN1 (stereo not given),i,-1.3,i
Brc1ccc(-c2csc3[n+]2CCCCC3)cc1,i,0.7,i
Cc1cnc(C(=O)Nc2cccc3ncccc23)cn1,i,1.9,8*
COCCCN(C(=O)Nc1ccc(C)c(C)c1)C(C)c1ccccn1 (stereo not given),i,0.0,i

Further records:
smiles,CHT block,STK33 kinase inh,CHT PAM
COc1cccc(CNc2ccc(S(=O)(=O)Nc3nccs3)cc2)c1O,i,0.5,i
CC(C)CN(CC(C)C)S(=O)(=O)N1CCC(C(=O)NCc2cccnc2)CC1,i,-2.7,i
NNC(=O)c1cc(-c2ccccc2)sc1N,i,-2.1,i
C=CCn1c(SCC(=O)c2ccc(O)c(O)c2)nnc1-c1ccccc1OC,i,1.8,i
CN(CCc1ccccn1)C(=O)CCC1CCCN(C(=O)CCOc2ccccc2)C1 (stereo not given),i,-2.3,i
CCN(CC)S(=O)(=O)c1ccc(/C=C/C(=O)OCC(=O)Nc2ccc(S(N)(=O)=O)cc2)cc1,i,0.8,i
O=C1NCCC/C1=N\Nc1ccc(Br)cc1,i,-5.0,i
COc1ccc(/C=N/NC(=O)c2ccccc2OC)cc1COc1ccccc1[N+](=O)[O-],i,-0.2,i

The list continues:
smiles,CHT block,STK33 kinase inh,CHT PAM
COc1ccc(CCN(CC(=O)NC(C)(C)C)C(=O)Cn2nnc(-c3ccc(C)o3)n2)cc1OC,i,-1.3,i
COc1ccc(C(=O)OCC(=O)N2C(C)CCCC2C)cc1[N+](=O)[O-] (stereo not given),i,-1.4,i
COCc1ccc(CN2CCCC(CO)(Cc3cccc(Cl)c3)C2)o1 (stereo not given),i,-1.2,i
CC(C)c1nc(SCC(=O)Nc2ccc3c(c2)OCCO3)n[nH]1,i,-2.2,i
O=C(c1ccc2c3c(cccc13)CC2)C1CCCN(Cc2cccnc2)C1 (stereo not given),i,-1.1,i
COc1cc(/C=C/C(=O)O)cc(S(=O)(=O)Nc2ccc(F)cc2)c1OC,i,1.0,i
COc1cccc(-c2nc(CS(=O)(=O)CC(=O)NCC(C)c3ccccc3)c(C)o2)c1 (stereo not given),i,-0.8,i
Cc1ccc(S(=O)(=O)c2ccc(Oc3cccc(C)c3)cc2)cc1,i,-2.6,i

The list goes on:
smiles,CHT block,STK33 kinase inh,CHT PAM
c1cncc(-c2cn(C[C@H]3CC[C@@H]([C@@H]4CC[C@H](Cn5cc(-c6cccnc6)nn5)O4)O3)nn2)c1,i,-0.7,i
COc1ccc(NC(=O)C2CCCN(S(=O)(=O)c3ccc4c(c3)CCCN4C(C)=O)C2)cc1Cl (stereo not given),i,-1.6,i
COc1cccc(-c2csc(N3CCN(C(=O)NC45CC6CC(CC(C6)C4)C5)CC3)n2)c1,i,-2.0,i
Nc1ccc(S(=O)(=O)NC2(C(F)(F)F)NC(=O)N(Cc3ccccc3)C2=O)cc1 (stereo not given),i,0.2,i
COC(=O)c1cn(C(=O)c2cc(Cl)ccc2Cl)c2ccccc12,i,.,i
CCOC(=O)N/N=C(C)/C=C/c1ccco1,i,0.4,i
CC(Oc1ccc(Cl)cc1Cl)C(=O)Nc1ccncc1 (stereo not given),i,2.7,i
COc1ccc(CN(C)C(=O)c2ccc(NS(=O)(=O)c3ccccc3)cc2)c(OC)c1,i,.,i

The list goes on:
smiles,CHT block,STK33 kinase inh,CHT PAM
CCOC(=O)c1cnn(-c2ccccc2)c1NC(=O)c1ccc(C)cc1,i,-2.4,i
CC(=O)N1C(=O)/C(=C2\SC(=S)N(c3c(C)n(C)n(-c4ccccc4)c3=O)C2=O)c2ccccc21,i,-1.4,i
CCCCN(N=Nc1nonc1OC)c1nonc1OC,i,-1.7,i
COc1ccc(CCNC(=O)/C=C\c2ccccc2)cc1OC,i,-1.6,i
COC(=O)c1cc(-c2ccc(OC)cc2)on1,i,-1.8,i
CCOc1ccccc1N(C(=O)CNS(=O)(=O)c1ccccc1)C(CC)C(=O)NCc1ccco1 (stereo not given),i,-1.7,i
Cc1c(OCC(=O)N2C[C@H]3C[C@@H](C2)c2cccc(=O)n2C3)ccc2c3c(c(=O)oc12)CCC3,i,-0.8,i
Cc1ccc(NC(=O)NNC(=O)COc2ccc([N+](=O)[O-])cc2)cc1C,i,-0.4,i

New compounds follow:
smiles,CHT block,STK33 kinase inh,CHT PAM
CC(=O)c1cccc(N(C(=O)c2cnccn2)C(C(=O)NCc2ccccc2)c2ccco2)c1 (stereo not given),i,-0.5,i
COc1ccc(C(=O)Nc2nc3cc(OC)c(OC)cc3c(=O)[nH]2)cc1,i,-0.3,i
O=C(OCc1ccc(Cl)cc1)c1cnccn1,i,-0.8,i
CCc1c(O)nc(SCC(=O)Nc2ccc3c(c2)CCC3)[nH]c1=O,i,0.0,i
CCn1nc(C(=O)Nc2cc(Cl)ccc2-n2cncn2)c2ccccc2c1=O,i,0.2,i
O=C(c1cccnc1)N1CCCc2ccccc21,i,1.6,i
Cc1cc(NCC(c2ccccc2)c2ccccc2)n2ncnc2n1,i,1.0,i
C/C(=C\C1CCCCC1)C(NC(=O)c1ccc(C(F)(F)F)cc1)c1ccc(-c2ccccc2)cc1 (stereo not given),i,-1.1,i

More records follow.
smiles,CHT block,STK33 kinase inh,CHT PAM
CCOc1ccc(N(CCC#N)S(=O)(=O)c2ccc(OC)cc2)cc1,i,2.2,i
CN(C)CCCN(C(=O)c1nc2ccccc2s1)c1nc2ccc(F)cc2s1,i,0.6,i
O=S(=O)(NCCC1=CCCCC1)c1ccc(Br)cc1,i,-0.3,i
Cc1[nH]nc(-c2ccc(OCc3cnn(-c4ccccc4)c3)cc2O)c1Oc1ccccc1F,i,0.8,i
S=C(Nc1ccccc1)N1CCn2cccc2C1c1cccnc1 (stereo not given),i,-1.9,i
O=C(CCc1c[nH]c2ccccc12)NCCc1ccc(O)cc1,i,0.8,i
O=C(CN1CCN(c2ncc(C(F)(F)F)cc2Cl)CC1)NC(=O)NCc1ccccc1,i,-0.9,i
CN(CC(=O)Nc1ccccc1Cl)C(=O)COC(=O)c1nc(Cl)ccc1Cl,i,-0.9,i

(more compounds)
smiles,CHT block,STK33 kinase inh,CHT PAM
Cn1cc(Cl)c(C(=O)Nc2nccs2)n1,i,2.3,i
COc1ccccc1N1CC(C(=O)Nc2nnc(SCC(=O)N3CCCC3)s2)CC1=O (stereo not given),i,-0.5,i
O=C1C2C(C(=O)N1CCN1CCN(Cc3ccc([N+](=O)[O-])cc3)CC1)[C@H]1C=C[C@@H]2C1 (stereo not given in full),i,-0.5,i
N=C1SCC(=O)N1c1nc(-c2ccccc2)cs1,i,-0.2,i
CC1CCCN(CCCNS(=O)(=O)c2ccc3c(c2)CCN3C(=O)C2CC2)C1 (stereo not given),i,-0.3,i
CNC(=O)CCSc1ccc(C)cc1,i,0.5,i
C#Cc1ccc([C@H]2C=C(C(=O)O)O[C@@H](OCCCCO)C2)cc1,i,-0.4,i
CCN1CCCC1CNC(=O)c1ccc(Sc2ccccc2Cl)c([N+](=O)[O-])c1 (stereo not given),i,-0.8,i

(next part)
smiles,CHT block,STK33 kinase inh,CHT PAM
Nc1nonc1C(=O)NCCN=Cc1cc(Cc2ccccc2)cc(Br)c1O,i,-0.4,i
COc1ccccc1NC(=O)C1CCCN(S(=O)(=O)c2ccccc2)C1 (stereo not given),i,-0.8,i
Cc1ccc(NC(=S)N(CCN(C)C)Cc2cc3cccc(C)c3[nH]c2=O)cc1,i,0.2,i
CCOc1nc(NCCN2CCOCC2)nc(Nc2ccc([N+](=O)[O-])cc2)n1,i,-0.1,i
CC(=O)Nc1ccc(S(=O)(=O)Nc2cccc(-c3cn4c(n3)SCC4)c2)cc1,i,-0.1,i
Cc1ccc(-c2c[nH]c(=S)n2-c2ccccc2)cc1,i,-0.6,i
